ER stress rescue: protection against thapsigargin-triggered cell killing – 384-well, CSM14.1, ATP luminescence, primary screen (AID 1222); cellular ATP content (survival), % at 20 µM, or EC50 in µM where a hit was titrated; 190,000 tested, under 10 active; CSM14.1 thapsigargin-induced death rescue, ATP luminescence; higher % means a stronger effect;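 active = EC50 below 50 µM in the dose-response confirmation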;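 note: death triggered by thapsigargin at about 15 µM added after 2 h compound pretreatment; cell ATP read after overnight thapsigargin exposure of roughly 18 to 22 hours; normalized against plate controls of thapsigargin alone and 5% DMSO vehicle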
HEK293 NOD2/NF-kB: NOD2 signaling inhibitors, cell-based, luminescence, uHTS, HEK293 (AID 1566); hit rate 0.63% among 290,000; inhibition, % at 4 µM; hits with a dose series show EC50 in µM; HEK293 NOD2/NF-kB luciferase reporter, luminescence; higher % means a stronger effect; note: many of its hits are not listed in these tables
Lipid droplet: modulators of hepatic lipid droplet formation; AML12 mouse hepatocytes, oleate lipid droplets, BODIPY imaging; inhibition, % at 6.5 µM; hit rate 0.4% among 240,000; AID 1656;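 active = lipid droplet intensity inhibited by at least 50%, with more than 500 cells counted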
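Technique: fluorescence imaging, 20x objective, two fields per well / Assay system: AML12 hepatocytes (mouse) / Measure: % inhibition of lipid droplet signal / Doses: 6.5 µM single-point dosing / Incubation: overnight exposure / Reagent: 100 µM oleic acid challenge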
M1AAP inhibition: malaria alanyl aminopeptidase activity blockers – biochemical, fluorogenic H-Leu-NHMec substrate, 1536-well (AID 1445); hit rate 0.42% among 220,000; recombinant M1AAP, H-Leu-NHMec fluorogenic kinetic assay; higher % means a stronger effect; one-dose inhibition, % at 30 µM; IC50 in µM for titrated hits;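 active = primary inhibition above the hit cutoff, then over 50% inhibition at one or more dose response concentrations, cut at about 23% in these data, passing the limit was not always enough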;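 note: plate controls were DMSO full reaction for no effect and no enzyme background for full effect; strong numbers were not always called active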
M17LAP inhibition: P. falciparum M17LAP inhibitors, primary screen, biochemical, fluorogenic H-Leu-NHMec substrate, 1536-well (AID 1619); recombinant M17LAP, H-Leu-NHMec fluorogenic kinetic assay; higher % means a stronger effect; one-dose inhibition, % at 30 µM; IC50 in µM for titrated hits; hit rate 0.38% among 220,000;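 active = compound inhibiting the enzyme by more than half at any dose during confirmatory dose-response retesting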;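 note: plate controls were full reaction with DMSO carrier for no effect and no enzyme background for full effect; strong numbers were not always called active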
AID2073: disruptors of CaV2.2 binding to Mint1 – biochemical, HTRF (AID 2073); inhibition, % at 20 µM; hits with a dose series show IC50 in µM; hit rate 0.19% among 290,000; HTRF protein-protein interaction, Mint1-CaV2.2; higher % means a stronger effect; in the data active = inhibition mostly above about 51%, no sharp cut-off; note: some results filed as inactive read as strong as hits
Siah-1 displacement: Siah-1 peptide-binding antagonists, primary screen, biochemical, fluorescence polarization, rhodamine-plectin, uHTS (AID 1817); Siah-1 / rhodamine-plectin peptide fluorescence polarization; higher % means a stronger effect; displacement, % at 20 µM; hits with a dose series show IC50 in µM; hit rate 0.02% among 290,000;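 active = displacement of at least 50% at 20 µM, with a fluorescence ratio check between 0.3 and a set limit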;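 note: plate controls were Siah plus tracer with DMSO for no effect and tracer alone without Siah for full effect; strong numbers were not always called active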
XIAP displacement: XIAP antagonists, biochemical, IAP family, fluorescence polarization (AID 1018). displacement, % at 20 µM; hits with a dose series show IC50 in µM. XIAP BIR domain, fluorescence polarization peptide displacement; higher % means a stronger effect. hit rate 0.007% among 200,000; in the data active = displacement above about 50%; note: a part of the inactive calls stands beside numbers as strong as those of hits
LYP phosphatase: inhibitors of LYP phosphatase, biochemical, fluorescence intensity, uHTS (AID 1779); recombinant LYP phosphatase, fluorescence intensity; higher % means a stronger effect; inhibition, % at 11.5 µM; hits with a dose series show IC50 in µM; hit rate 0.054% among 290,000;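 note: plate controls were vehicle with enzyme for no effect and no enzyme for full effect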
Lipid droplet cells 6.5 µM: second read-out of Lipid droplet, no call of its own (marks repeat the call); cell count; measured here: cell count, cytotoxicity flag;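 cells counted across two imaged fields per well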
An asterisk follows results filed as active; . = no result given. Cut-off read from the data, not from the text of the source, unless noted: active = inhibition above about 50%; inactive = the rest. The list is partial. The share of hits here may be higher or lower than overall.

SMILES | ER stress rescue | HEK293 NOD2/NF-kB | Lipid droplet | Lipid droplet cells 6.5 µM | M1AAP inhibition | M17LAP inhibition | AID2073 | Siah-1 displacement | XIAP displacement | LYP phosphatase
O=C(COc1nncc2ccccc12)NCCC1=CCCCC1 | -1.3% | -2.2% | . | . | 2.0% | 1.4% | 2.6% | 1.8% | -2.2% | -4.2%
CCN1CCCC(CO)(Cc2ccccc2)C1 (stereo unspecified) | -1.1% | -6.6% | -0.2 | 694 | 8.7% | 8.7% | -5.3% | 12.1% | 0.0% | -8.6%
CC1CCN(c2c(NCc3ccc(C(=O)NCCc4ccc(Cl)cc4)cc3)c(=O)c2=O)CC1 | -0.7% | -1.1% | 30.7 | 731 | -0.9% | -2.1% | 9.5% | 6.6% | -7.8% | 4.6%
Cc1cc2n(n1)SC(Nc1ccc(F)cc1)N2 (stereo unspecified) | -0.9% | 8.7% | -27.5 | 638 | 17.9% | -8.9% | 4.1% | 13.7% | -6.6% | -2.9%
C/C(=N\NC(=O)OC(C)(C)C)c1ccccc1Br | -1.1% | -27.3% | 13.2 | 753 | 1.5% | -9.1% | -8.8% | -7.4% | -15.3% | -7.4%
CCOC(=O)C1CCN(S(=O)(=O)c2ccc(OC)c(C(=O)N3CCCCCC3)c2)CC1 | . | 5.1% | -18.3 | 759 | . | . | 1.4% | 0.0% | . | -12.3%
Cc1ccc(C)c(CN2C(=O)CSc3ccc(C(=O)NCCN4CCOCC4)cc32)c1 | . | 11.7% | 18.0 | 849 | . | . | 2.5% | -3.1% | . | -2.1%
COc1cccc2[nH]c3c(N4CCC(C(N)=O)CC4)ncnc3c12 | 1.7% | 1.6% | . | . | 13.5% | -362.9% | 13.0% | 2.0% | -6.3% | -6.6%
Cc1cc(NC(=O)C2CCCCC2)nc2c1c(=O)oc1ccccc12 | -1.2% | 1.3% | . | . | 0.1% | -0.8% | -3.1% | -2.4% | -8.6% | 10.1%
O=C(Cc1ccc([N+](=O)[O-])cc1)Nc1ccc(C(=O)N2CCOCC2)cc1 | . | 0.1% | 2.0 | 859 | . | . | 7.4% | 1.5% | . | -8.0%
Cc1ccc(-n2nc3c(N4CCC(C(=O)NCc5ccccc5C)CC4)nnc(C)c3c2C)cc1 | . | -111.3% | -13.2 | 739 | . | . | 13.0% | -2.0% | . | -6.4%
Cc1ccc(CN2CCSc3ccc(C(=O)NCCCN4CCOCC4)cc32)cc1 | . | 13.6% | -18.7 | 638 | . | . | 25.9% | -4.7% | . | -8.1%
COc1ccc(Cc2nc3ccc(C(=O)N4C[C@@H](C)O[C@@H](C)C4)cc3o2)cc1OC | . | 17.6% | 11.9 | 754 | . | . | -4.5% | -0.4% | . | -12.3%
COc1ccc(NS(=O)(=O)c2ccc(NC(=O)c3cnn4c(C(F)F)cc(-c5ccc(C)cc5)nc34)cc2)cc1 | 3.0% | -10.1% | . | . | 8.1% | 5.1% | 34.0% | -4.7% | -5.6% | 0.1%
Cc1cccc(OCc2nnc(SCC(=O)N3CCN(c4ccccc4)CC3)o2)c1C | -1.5% | -8.4% | -34.7 | 696 | 0.0% | -7.1% | 0.0% | -4.3% | -2.7% | -0.6%
Clc1ccc(CSc2nncn2-c2ccc3c(c2)OCCO3)cc1 | . | -53.7% | -46.7 | 446 | -0.2% | -3.1% | 12.5% | 3.3% | . | -2.7%
CC(C)CCn1c(CN2CC(C)OC(C)C2)nc2c1c(=O)n(C)c(=O)n2C (stereo unspecified) | . | 3.4% | 6.0 | 771 | . | . | 9.7% | 10.8% | . | 0.5%
COc1cccc(CN2CC(C(=O)NCCN3CCOC3=O)CCC2=O)c1 (stereo unspecified) | . | -8.4% | -3.4 | 740 | . | . | 0.7% | -0.4% | . | -15.9%
O=C(CSc1ccc2nnc(-c3cccnc3)n2n1)N1CCc2ccccc21 | -2.9% | 14.2% | -4.1 | 671 | . | . | 23.5% | 3.3% | -4.8% | -8.5%
CCOC(=O)c1ccccc1NC1OC(=O)c2ccccc21 (stereo unspecified) | -1.1% | 0.1% | . | . | 5.6% | 6.6% | -1.4% | -3.0% | -1.4% | -11.7%
O=C(CNC(=O)C12CC3CC(CC(C3)C1)C2)OCc1cc(=O)n2cc(Br)ccc2n1 | -1.2% | 17.0% | 3.7 | 669 | 5.0% | -1.7% | 4.7% | -0.5% | -7.0% | -1.4%
O=S(=O)(Nc1ccc(-c2cn3ccsc3n2)cc1)c1ccc2c(c1)OCCO2 | 2.6% | 20.4% | . | . | 7.7% | 1.0% | -4.2% | 2.3% | -2.7% | -2.6%
COC(=O)c1ccc(COC(=O)c2ccc(-n3cnnn3)cc2)o1 | 0.3% | 3.5% | . | . | 6.2% | 3.8% | 14.6% | -4.1% | -6.3% | -4.3%
COc1ccc2oc(=O)c(/C(C)=N/Nc3nc(-c4cc(C)ccc4C)cs3)cc2c1 | -3.0% | 9.4% | -5.0 | 617 | 3.9% | 0.9% | 9.2% | 1.6% | -5.7% | 5.8%
O=C(O)CCc1ccc(-c2cccs2)n1CC1CCCO1 (stereo unspecified) | -2.2% | 10.7% | 1.5 | 746 | 9.2% | -13.0% | 8.1% | 0.5% | 3.4% | 1.5%

Three compounds from above, showing only ER stress rescue, Lipid droplet cells 6.5 µM and HEK293 NOD2/NF-kB.
mol	ER stress rescue	Lipid droplet cells 6.5 µM	HEK293 NOD2/NF-kB
CCN1CCCC(CO)(Cc2ccccc2)C1 (stereo unspecified)	-1.1%	694	-6.6%
CC1CCN(c2c(NCc3ccc(C(=O)NCCc4ccc(Cl)cc4)cc3)c(=O)c2=O)CC1	-0.7%	731	-1.1%
Cc1cc2n(n1)SC(Nc1ccc(F)cc1)N2 (stereo unspecified)	-0.9%	638	8.7%

Continuation.
SMILES | ER stress rescue | HEK293 NOD2/NF-kB | Lipid droplet | Lipid droplet cells 6.5 µM | M1AAP inhibition | M17LAP inhibition | AID2073 | Siah-1 displacement | XIAP displacement | LYP phosphatase
O=C(NC(=S)Nc1ccc2c(c1)OCO2)c1ccccc1 | 1.7% | -136.1% | . | . | 14.4% | -5.0% | -14.6% | -2.0% | -0.3% | -4.4%
CC(OC(=O)c1ccc([N+](=O)[O-])s1)C(=O)Nc1ncc(Cl)cc1Cl (stereo unspecified) | 1.6% | 4.9% | 36.1 | 704 | 2.4% | 5.6% | 4.1% | 10.9% | -10.0% | -2.7%
CSc1ccc(C(=O)/C=C/c2ccc(N)cc2)cc1 | -6.4% | 16.5% | 2.4 | 546 | 10.2% | 14.6% | 18.5% | 15.1% | 0.8% | -2.5%
CCOC(=O)CSc1nc(C2CC2)nc2ccccc12 | -1.6% | -2.3% | . | . | 10.8% | 4.6% | 3.9% | -5.5% | -5.5% | -1.1%
CC(=O)N1CCc2cc(N=NC3=C(O)CCCC3=O)ccc21 | -0.9% | -14.8% | 4.1 | 684 | 9.8% | 12.5% | 12.7% | -6.6% | -7.1% | -1.3%
N#Cc1ccc(C(=O)OCC(=O)Nc2ccc(N3CCOCC3)cc2)cc1 | 0.0% | 0.3% | -4.0 | 686 | 4.2% | 17.4% | 10.0% | -1.1% | -6.8% | -1.4%
Cc1nonc1CN(C)C(=O)CC1C(=O)NCCN1Cc1ccc(F)c(F)c1 (stereo unspecified) | 0.2% | 1.1% | 3.0 | 724 | 3.6% | 12.4% | -2.6% | -0.4% | -4.7% | -3.2%
COc1ccc(-n2c(=S)[nH]c3sc4c(c3c2=O)CCN(C)C4)cc1 | . | 0.1% | 9.7 | 735 | 5.9% | 23.6% | -13.3% | -1.4% | . | -7.6%
COc1ccc(/C=N/n2c(-c3cccs3)n[nH]c2=S)cc1 | 3.8% | 17.9% | . | . | 13.8% | 3.4% | -7.6% | 2.8% | -3.4% | -3.2%
C/C(=N\NC(=S)Nc1cccc(C)c1)c1cc2ccccc2o1 | -0.8% | -63.5% | 35.9 | 703 | 3.2% | -5.8% | 18.7% | -6.6% | 1.2% | 8.1%
Cn1cc(C(N)=O)c2ccccc21 | 3.9% | -6.9% | 7.3 | 759 | -3.5% | -1.4% | 6.2% | 2.1% | -5.6% | -6.5%
CC(=O)NN1C(=O)/C(=C\c2ccc(C)cc2)SC1=S | -0.4% | -6.0% | . | . | 3.2% | 6.6% | -1.3% | 0.8% | -2.6% | 2.3%
CCc1ccc(NC(=O)C2CCN(S(=O)(=O)c3ccc4c(c3)NC(=O)C(C)S4)CC2)cc1 (stereo unspecified) | . | 48.8% | -57.7 | 641 | . | . | 21.8% | -2.3% | . | -5.5%
COc1ccc(NC(=O)C2CCC(CNC(=O)[C@@H]3Cc4ccccc4CN3)CC2)cc1 (stereo partly specified) | . | 14.3% | -1.3 | 692 | . | . | 6.0% | 2.9% | . | -13.0%
COc1cccc(C2C(C(=O)OC(C)C)=C(C)Nc3ncnn32)c1 (stereo unspecified) | -0.2% | 14.7% | . | . | 8.3% | 10.7% | 3.9% | 0.4% | -1.4% | -2.3%
Nc1cccc(C(=O)Nc2ccco2)c1 | -2.6% | 0.8% | -0.9 | 681 | 5.4% | 11.7% | -1.3% | -0.7% | -3.3% | -0.9%
CN(Cc1nc2ccc(F)cc2[nH]1)Cc1nc(CC2CC2)no1 | 0.2% | 10.6% | -5.7 | 694 | . | . | 4.1% | -3.6% | 2.2% | 0.1%
Cc1ccc(Cn2c(=N)c(C(=O)NCCN3CCOCC3)cc3c(=O)n4ccccc4nc32)cc1 | . | 28.1% | -17.8 | 646 | . | . | 3.7% | -0.4% | . | -24.7%
COC(=O)c1ccc2c(=O)n(CCN3CCOCC3)c(SCC(=O)Nc3cccc(OC)c3)nc2c1 | . | 14.1% | -1.7 | 672 | . | . | -7.0% | 4.8% | . | -7.0%
CC(C)Oc1ccc(C(=O)Nc2ccccc2N2CCOCC2)cc1 | 1.5% | -4.0% | -21.5 | 680 | 16.2% | 24.5% | 1.7% | 8.5% | -4.5% | -1.9%
NS(=O)(=O)c1ccc(-c2cccc(/C=C3\SC(=O)NC3=O)c2)cc1 | . | -0.5% | -2.4 | 767 | . | . | 5.4% | 4.7% | . | 0.6%
COc1ccc(N2CCN(C(CNC(=O)OCc3ccccc3)c3ccco3)CC2)cc1 (stereo unspecified) | 1.8% | 5.5% | -7.8 | 645 | 2.9% | -12.1% | -3.1% | 8.3% | -21.3% | 1.3%

Assay outcomes (PubChem)
